Source: PubChem BioAssay
TRHR PAM: TRH receptor (human) allosteric enhancement. TRHR cells, fluo-8 calcium fluorescence, EC20 TRH enhancement. enhancement, % at 2 µM. 360,000 compounds, 0.66% hits; in the data active means enhancement above about 30%; further: 0% is about no effect
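TRHR-expressing cells loaded with fluo-8 calcium dye were read kinetically (ex 480/em 530) during compound addition, then stimulated with an EC20 of TRH (10 nM final). Enhancement of the Gq-mediated intracellular calcium response was scored.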
D2 agonist: activates the human D2 dopamine receptor; P14416; HEK293 T-REx D2 cells, calcium flux agonist mode; activation, % at 2 µM; 340,000 compounds, 0.53% hits;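 active means activation over 3 SD above normal in the single-dose calcium agonist read, cut at about 30% in these data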; further: 0% is about no effect
Target sequence (P14416 whole entry, looked up): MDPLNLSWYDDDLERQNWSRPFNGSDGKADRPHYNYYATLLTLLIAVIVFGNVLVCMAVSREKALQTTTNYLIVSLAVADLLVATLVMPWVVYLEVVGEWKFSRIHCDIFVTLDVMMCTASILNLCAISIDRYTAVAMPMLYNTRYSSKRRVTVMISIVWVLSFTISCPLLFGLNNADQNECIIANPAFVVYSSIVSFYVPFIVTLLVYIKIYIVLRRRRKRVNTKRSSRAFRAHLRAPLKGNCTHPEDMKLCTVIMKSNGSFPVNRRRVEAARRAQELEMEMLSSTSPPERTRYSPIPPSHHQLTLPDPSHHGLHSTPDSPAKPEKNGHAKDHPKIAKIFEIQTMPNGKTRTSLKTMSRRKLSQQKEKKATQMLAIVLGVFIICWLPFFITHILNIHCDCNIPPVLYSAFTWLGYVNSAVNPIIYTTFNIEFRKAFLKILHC
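Calcium-flux readout, 1 cycle/sec over 180 s following compound pin transfer, in inducible HEK293 Trex D2 cells (force-coupled); dopamine controls included. Positive calcium responses during this window marked compounds as potential agonists.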
USP1 inh: USP1/UAF1 (human) deubiquitinase inhibition. O94782. recombinant USP1/UAF1, Ub-Rhodamine cleavage fluorescence. Potency, µM (titrated, usually from 57.1 µM), for inactives: at the highest dose activity change, negative = inhibition, usual class: inhibitors. 390,000 compounds, 0.23% hits; further: potency means the concentration at half of the fitted maximal effect; on the % scale 0 is the no-effect control and ±100 the full control effect; nearly all actives have a fitted effect of over 60% in size; inactives centre near -12
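In this screen, compounds sit with the deubiquitinase complex (1nM) for 15 min at room temperature before Ub-Rho is added at 150nM final. Fluorescence rise is then followed for 6 reads every 60 seconds.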
TRHR ag: TRH receptor (human) agonism; activation, % at 2 µM; 360,000 compounds, 0.18% hits; TRHR cells, calcium flux fluo-8, FDSS agonist mode; in the data active means activation above about 30%; further: 0% is about no effect
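Fluo-8-loaded TRHR cells; 10 s baseline, compound added, kinetic Ca2+ fluorescence read 1/s, agonist mode.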
rTrxR1 inhibitor: blocks rat thioredoxin reductase 1; O89049; recombinant rTrxR1, NADPH fluorescence consumption, selenite substrate; Potency, µM (top dose mostly 114 µM), without a hit: top-dose activity change, negative = inhibition, usual class: inhibitors; 390,000 compounds, 1% hits; AID 588453; further: potency means the concentration at half of the fitted maximal effect; on the % scale 0 is the no-effect control and ±100 the full control effect; nearly all actives have a fitted effect of over 65% in size
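Rat TrxR1 (90 nM in the dispensed reagent) was pre-reduced with 400 uM NADPH for 5 min at room temperature, then incubated with compound for 15 min. After 400 uM selenite was added, NADPH fluorescence (Ex 340/Em 450 nm) was followed for 8 min.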
mIDH1 inhibitor: human IDH1 R132H inhibition | O75874 | IDH1-R132H enzyme, NADPH consumption, diaphorase/resazurin fluorescence | Potency, µM (doses to about 76.6 µM), for inactives: at the highest dose activity change, negative = inhibition, hits mostly inhibitors | 390,000 compounds, 0.093% hits; further: potency means the concentration at half of the fitted maximal effect; on the % scale 0 is the no-effect control and ±100 the full control effect; nearly all actives have a fitted effect of over 65% in size
Target sequence (O75874 whole entry R132H, stated change not applied): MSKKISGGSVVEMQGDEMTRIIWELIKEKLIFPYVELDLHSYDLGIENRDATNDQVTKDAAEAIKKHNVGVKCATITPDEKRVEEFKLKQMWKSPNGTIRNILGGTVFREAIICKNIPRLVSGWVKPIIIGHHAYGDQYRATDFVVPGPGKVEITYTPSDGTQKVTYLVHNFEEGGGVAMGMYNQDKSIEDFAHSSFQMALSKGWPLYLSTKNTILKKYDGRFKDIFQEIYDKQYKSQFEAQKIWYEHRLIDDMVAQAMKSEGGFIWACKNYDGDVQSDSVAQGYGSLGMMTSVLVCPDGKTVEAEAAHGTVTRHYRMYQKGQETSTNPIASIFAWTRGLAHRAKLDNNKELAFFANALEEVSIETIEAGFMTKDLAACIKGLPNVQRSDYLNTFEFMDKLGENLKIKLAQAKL
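IDH1-R132H (0.5 ug/mL dispensed) in pH 7.5 Tris buffer was preincubated 30 min with compound, then given a substrate mix of 0.016 mM NADPH and 2 mM alpha-KG for 80 min at room temperature; remaining NADPH was read by diaphorase/resazurin fluorescence.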
D2 antagonist: antagonizes the human D2 dopamine receptor. inhibition, % at 10 µM. AID 485344. 340,000 compounds, 2% hits. HEK293 TREx D2 cells, calcium flux, dopamine EC80. P14416; in the data active means inhibition above about 30%; further: 0% is about no effect
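Calcium mobilization kinetics were recorded at 1 s intervals in tetracycline-induced HEK293 T-REx D2 cells, first for 180 s after compound addition and then 180 s after EC80 dopamine.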
PI4K2A block: PI4K2A (human) kinase inhibition. 420,000 compounds, 0.13% hits. activity change, negative = inhibition, % at 76.9 µM. Q9BTU6. purified PI4K2A, ADP-Glo luminescence, 1 h; stronger effect = lower value. AID 1346378; in the data active means activity change below about -50%; inconclusive means mostly about -30% to -49%;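 further: -100% = wells without enzyme as full effect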
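ADP-Glo luminescence measured ADP generated by PI4K2A enzyme (4 ug/mL before mixing) with 1.2 mM PI substrate (pre-mix) and 300 microM ATP (pre-mix). Tris pH7.5 buffer with MgCl2, Triton X-100; 1 h reaction at ambient temperature.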
TrxR1 substrate: is turned over as a substrate by rat TrxR1 | O89049 | purified TrxR1 substrate turnover, NADPH consumption readout | Potency, µM (top dose mostly 114 µM), for the others: at the highest dose activity change, negative = substrate turnover | 390,000 compounds, 0.01% hits | AID 588456; further: potency means the concentration at half of the fitted maximal effect; on the % scale 0 is the no-effect control and ±100 the full control effect; nearly all actives have a fitted effect of over 50% in size
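Rat TrxR1, dispensed at 90 nM, was prereduced with 400 uM NADPH (final) for 5 min at ~22 deg C, then incubated with compound 15 min before 400 uM selenite. A first-read NADPH fluorescence drop versus no-compound background flagged substrates.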
Numbers without * were called inactive; ? = inconclusive; · = not tested or not shown; & = joins results of further samples; [ ] = another dose, or the depositor's remark. Unless noted, the call rests on the fitted dose curve; in most records, active means well fitted inhibition curve with a large enough effect; inconclusive means small, poorly fitted or top-dose-only effect; inactive means no such curve, though single readings can be large or run the other way.

Values run as follows: D2 agonist	D2 antagonist	rTrxR1 inhibitor	PI4K2A block	TRHR ag	TRHR PAM	USP1 inh	TrxR1 substrate	mIDH1 inhibitor
> CN(C(=O)c1ccccc1C(=O)OCC(=O)Nc1ccc(S(N)(=O)=O)cc1)c1ccccc1
 : 0.5	5	11%	4	0.0	-6	-5%	-2%	-9%
> COC(=O)c1ccc(C2NCCc3cc(OC)c(OC)cc32)cc1 (stereo unspecified)
 : 0.2	-1	6%[57.1 µM]	5	0.4	1	-2%	10%[57.1 µM]	-4%
> COCCNC(=O)/C(C#N)=C1\N=C(N)c2ccccc21
 : 2.6	-5	-19%	-8	3.4	-3	-5%	-16%	3%
> O=c1[nH]c(=O)c2cn[nH]c2[nH]1
 : 0.1	-9	38%[activator]	-5	0.6	0	-5%	14%	26%
> Cc1ccc(NC(=O)CCSc2ccccc2)c(C)c1
 : -2.3	-4	·	·	-1.0	2	·	·	·
> O=C(O)/C(=C\c1ccc(Cl)c([N+](=O)[O-])c1)c1ccc(S(=O)(=O)N2CCCCC2)s1
 : 1.3	-28	-21%	7	-0.4	0	-9%	4%[57.1 µM]	-8%
> Cc1ccc(S(=O)(=O)N/N=C/c2cc([N+](=O)[O-])ccc2O)cc1[N+](=O)[O-]
 : 1.1	0	3%[57.1 µM]	-4	0.2	9	-19%	-7%	-1%
> O=c1c(Cl)c(N2CCN(S(=O)(=O)c3ccc(F)cc3)CC2)cnn1-c1cccc(Cl)c1
 : ·	·	10%[57.1 µM]	2	·	·	-9%	7%[57.1 µM]	-1%
> CC1(C)C2CCC13CS(=O)(=O)N[C@@H]3C2 (stereo partly specified)
 : -0.5	5	16%	2	1.0	5	-16%	7%	1%
> COc1ccc(Cl)cc1-n1cc(-c2ccccc2)nc1SCC(=O)Nc1ccc(C)cc1
 : 1.1	·	18%[57.1 µM]	-1	0.3	2	-9%	-3%[57.1 µM]	14%
> CCC(C)c1ccccc1OCCOCCN1CCCC1 (stereo unspecified)
 : -2.1	54*	-7%	5	-0.3	-4	-11%	-6%	2%
> COc1ccc(-n2cc(CNCCc3ncc(C)[nH]3)c(-c3ccccc3Cl)n2)cc1
 : 0.0	-3	-7%[57.1 µM]	2	0.2	16	-21%	-4%[57.1 µM]	-5%
> CCOC(=O)C1=C(C)NC(=S)NC1c1ccc(-c2cccc(Cl)c2C)o1 (stereo unspecified)
 : -0.2	-6	22µM*	-2	0.6	-5	-26%	9%	1%
> O=C(CNS(=O)(=O)c1ccc(F)cc1)Nc1ccccc1
 : -0.1	3	9%	2	-0.9	10	-10%	-6%	21%
> Cc1ccc(OCCOc2cccc(/C=N/NC(N)=O)c2)cc1
 : 1.0	2	7%	1	1.1	3	-22%	0%	-9%
> N#C/C(=C\c1c(Oc2ccc(Cl)cc2)nc2ccccn2c1=O)C(=O)NC1CCS(=O)(=O)C1 (stereo unspecified)
 : 0.5	-3	-45%	-8	0.7	-7	-13%	28%[57.1 µM]	2%
> O=C1CN(C(=O)COc2c(F)c(F)cc(F)c2F)c2ccccc2N1
 : 0.3	7	24%	0	0.1	9	-20%	8%	-5%
> NC(=O)c1cc(S(=O)(=O)NCC2CCC(C(=O)Nc3cccc(Cl)c3)CC2)cs1 (stereo unspecified)
 : -0.2	·	-4%[57.1 µM]	-2	0.6	-4	-11%	-7%[57.1 µM]	-9%
> CCC1=[N+](CC(=O)c2ccc(C)cc2)CCn2cccc21
 : 0.8	-10	26%[57.1 µM]	-2	0.6	0	-6%	-9%[57.1 µM]	14%
> O=C(NCc1ccc2c(c1)OCO2)C1CC(c2ccccc2O)=NO1 (stereo unspecified)
 : -1.2	8	1%	1	0.3	-14	5%	2%	-1%

A draw from above in order of count of non-hydrogen atoms, ascending.
Values run as follows: D2 agonist	D2 antagonist	rTrxR1 inhibitor	PI4K2A block	TRHR ag	TRHR PAM	USP1 inh	TrxR1 substrate	mIDH1 inhibitor
> O=c1[nH]c(=O)c2cn[nH]c2[nH]1
 : 0.1	-9	38%[activator]	-5	0.6	0	-5%	14%	26%
> O=C(NCc1ccc2c(c1)OCO2)C1CC(c2ccccc2O)=NO1 (stereo unspecified)
 : -1.2	8	1%	1	0.3	-14	5%	2%	-1%
> COc1ccc(Cl)cc1-n1cc(-c2ccccc2)nc1SCC(=O)Nc1ccc(C)cc1
 : 1.1	·	18%[57.1 µM]	-1	0.3	2	-9%	-3%[57.1 µM]	14%

(cont.)
Values run as follows: D2 agonist	D2 antagonist	rTrxR1 inhibitor	PI4K2A block	TRHR ag	TRHR PAM	USP1 inh	TrxR1 substrate	mIDH1 inhibitor
> CCOC(=O)C1=C(C)NC(C)=C(C(=O)OC)C1c1ccco1 (stereo unspecified)
 : 4.4	10	6%[11.4 µM]	2	1.3	-5	-7%	-6%	2%
> Cc1ccc(C(=O)Oc2cc(-c3ccccc3)no2)cc1
 : 2.7	13	-11%	5	0.2	-1	-4%	10%[57.1 µM]	4%
> CCOc1ccccc1/C=C(\C#N)C(=O)NC1CC1
 : ·	·	4%	3	·	·	-14%	-3%	-7%
> COc1cc(OC)c(-c2nn3c(C4CCCCC4)nnc3s2)cc1OC
 : -1.1	-3	76%[activator]	-1	-1.2	2	-5%	46%[activator]	13%
> N#C/C(=C(/O)COc1ccc(Br)cc1)c1nnc2n1CCCCC2
 : -1.0	-6	10%	1	-0.8	-5	-2%	0%	2%
> O=C(CN(c1ccccc1)S(=O)(=O)c1ccc(Cl)cc1)Nc1ccccc1C(=O)N1CCCC1
 : -0.4	-9	8%	-2	-0.8	-2	-2%	1%	2%
> Brc1ccc(CSc2ncnc3nc[nH]c23)cc1
 : -2.5	0	18%	-4	-0.2	3	-30%	7%	0%
> COc1ccccc1NC(=S)NCC1CCC(CNC(=S)Nc2ccccc2OC)CC1 (stereo unspecified)
 : -0.1	-9	9%	24	-0.2	27	-23%	2%	-2%
> CCOC(=O)c1cc(-c2ccccc2)sc1NC(=O)C(C)C
 : 0.9	-4	6%	-1	0.1	-6	-25%	2%	0%
> COc1cccc(/C=C2/SC(=S)N(CC(=O)NNC(=O)c3ccccc3O)C2=O)c1
 : ·	·	11%	1	-0.4	7	-21%	-4%	-12%
> CC(=O)Oc1cccc(-c2nc3ccccc3c(=O)o2)c1
 : 0.0	8	10%	-1	0.0	-4	-3%	0%	5%
> COc1ccc(C(=O)Nc2nnc(SCc3cc(=O)c4cc(C)ccc4[nH]3)s2)cc1OC
 : 0.1	·	4%[57.1 µM]	-2	0.0	-1	18%	-6%[57.1 µM]	-22%
> CC1=CC2=C(OC1N(C)C)c1cccc3cccc(c13)C2=O (stereo unspecified)
 : 1.5	-17	?	-9	3.7	7	-24%	-21%	5%
> Cc1ccccc1NC(=O)c1c(C)oc2ccc(O)c(CN3CCCC3)c12
 : -0.8	·	13%	-4	-0.6	-1	-15%	1%	-7%
> CCN(CC)c1ccc(NC(=O)CN2CCN(CC(=O)Nc3ccccc3OC)CC2)cc1
 : -0.7&0.6	-4	12%	3&1	10&-0.5	0&3	-20%&-12%	-1%	5%&8%
> Cc1ccc(SCc2[nH]nc3c2C2(CCSCC2)C(C#N)=C(N)O3)cc1
 : 0.1	-9	1%	-3	-0.1	-6	-14%	2%	-19%
> C/C(=N/NC(=O)CCc1c(C)n[nH]c1C)c1cccc([N+](=O)[O-])c1
 : -1.7	-4	16%	0	-1.8	-5	-19%	2%	11%
> CC(C)(C)OC(=O)CN1C(=O)NC(Cc2c[nH]c3ccccc23)C1=O (stereo unspecified)
 : -0.2	5	28%	-3	0.5	-7	-16%	4%	1%
> CC(C)(C)NCC(O)COc1ccc(Br)cc1 (stereo unspecified)
 : 0.0	1	17%	1	1.1	0	-16%	6%	-6%
> CC1CCN(S(=O)(=O)c2ccc3c(c2)c(=O)c(C(=O)N2CCCCC2)cn3C)CC1
 : 1.2	-2	3%	-2	-1.0	2	-5%	-5%	2%

By substructure: the compounds so far containing a tert-butyl group.
Values run as follows: D2 agonist	D2 antagonist	rTrxR1 inhibitor	PI4K2A block	TRHR ag	TRHR PAM	USP1 inh	TrxR1 substrate	mIDH1 inhibitor
> CC(C)(C)OC(=O)CN1C(=O)NC(Cc2c[nH]c3ccccc23)C1=O (stereo unspecified)
 : -0.2	5	28%	-3	0.5	-7	-16%	4%	1%
> CC(C)(C)NCC(O)COc1ccc(Br)cc1 (stereo unspecified)
 : 0.0	1	17%	1	1.1	0	-16%	6%	-6%

New compounds follow:
Values run as follows: D2 agonist	D2 antagonist	rTrxR1 inhibitor	PI4K2A block	TRHR ag	TRHR PAM	USP1 inh	TrxR1 substrate	mIDH1 inhibitor
> CC(C)(C)C(=O)/C=c1\s/c(=C\c2ccc(-c3ccc([N+](=O)[O-])cc3)o2)c(=O)n1CC(=O)NC(N)=O
 : 206*	91*	30%[57.1 µM]	-1	215*	-28	7.9µM*	8%[57.1 µM]	2%
> COc1ccc(CC(=O)Nc2nc(-c3ccc(F)c(F)c3)cs2)cc1
 : -0.6	-7	15%	3	-0.1	-8	-19%	1%	-4%
> CN(CCC#N)C(=O)COC(=O)c1ccccc1OCc1ccccc1Cl
 : -0.2	14	8%[57.1 µM]	-6	0.3	1	-14%	3%[57.1 µM]	1%
> CCN1C(=O)CC(N2CCN(c3cccc(OC)c3)CC2)C1=O (stereo unspecified)
 : 0.2	-18	3%[57.1 µM]	2	-0.3	0	-14%	-10%	-1%
> CC(=O)N1CCN(C(=O)c2ccc(Cl)c(S(=O)(=O)N3CCCC3)c2)CC1
 : ·	·	5%	1	·	·	-25%	3%	1%
> CC(C)c1ccc(/C=N/NC(=O)c2cc(-c3cccc([N+](=O)[O-])c3)n[nH]2)cc1
 : ·	·	12%[57.1 µM]	-1	0.4	16	-22%	5%[57.1 µM]	0%
> COc1ccc(C(=O)NCCc2cn3ccccc3n2)cc1
 : -1.0	2	28%	-12	0.5	3	-6%	11%	0%
